EPAC1 antagonist – EPAC1 (human) antagonism; 360,000 tested, 0.14% active; Potency, µM (titrated, usually from 115 µM), for the others: at the top dose activity change, negative = inhibition, hits mostly inhibitors; AID 720709; EPAC1 GEF assay, Rap1b-BODIPY-GDP exchange fluorescence;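 further: potency means the concentration at half of the fitted maximal effect; plate controls were vehicle for no effect and positive control for full effect; nearly all actives have a fitted effect of over 50% in size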
EPAC1 agonist – agonists of human EPAC1; O95398; 360,000 tested, 0.073% active; EPAC1 agonist qHTS, biochemical assay; response scale: 100% = response to 6.5 mM cAMP; AID 720707; Potency, µM (doses to about 154 µM), without a hit: at the highest dose activation, actives largely listed as activators; further: potency means the concentration at half of the fitted maximal effect; nearly all actives have a fitted effect of over 60% in size
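Nucleotide exchange assay: 100 nM EPAC1 with 250 nM Rap1B loaded with BODIPY-GDP and 50 uM GDP, room temperature. Fluorescence (480/540 nm) read every 5 min for 30 min; signal change normalized to 6.5 mM cAMP as full agonist.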
PLK1 PBD inh – inhibitors of human PLK1 polo-box domain binding | Plk1 PBD binding of FITC phosphopeptide, fluorescence polarization | Potency, µM, for the others: max response, negative = inhibition, actives largely listed as inhibitors | 360,000 tested, 2.8% active; further: potency means the concentration at half of the fitted maximal effect; series mostly up to about 57 µM; on the % scale 0 is the no-effect control and ±100 the full control effect; nearly all actives have a fitted effect of over 65% in size
Target sequence (P53350 whole entry, looked up, the tested form may be a part): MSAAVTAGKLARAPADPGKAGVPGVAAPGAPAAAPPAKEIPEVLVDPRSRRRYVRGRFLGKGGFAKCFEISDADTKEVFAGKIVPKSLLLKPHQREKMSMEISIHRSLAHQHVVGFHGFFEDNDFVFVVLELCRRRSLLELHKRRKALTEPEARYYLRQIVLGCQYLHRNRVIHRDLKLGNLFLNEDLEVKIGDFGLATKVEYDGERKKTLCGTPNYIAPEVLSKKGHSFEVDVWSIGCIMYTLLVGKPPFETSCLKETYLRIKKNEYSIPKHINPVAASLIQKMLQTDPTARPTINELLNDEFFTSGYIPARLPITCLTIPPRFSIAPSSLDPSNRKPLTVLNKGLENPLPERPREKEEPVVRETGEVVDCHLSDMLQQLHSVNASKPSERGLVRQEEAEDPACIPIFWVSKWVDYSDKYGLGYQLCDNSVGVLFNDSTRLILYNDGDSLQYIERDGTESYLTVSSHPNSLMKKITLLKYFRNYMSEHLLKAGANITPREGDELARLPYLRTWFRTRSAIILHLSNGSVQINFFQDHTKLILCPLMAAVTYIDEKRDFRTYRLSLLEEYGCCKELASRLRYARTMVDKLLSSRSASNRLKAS
Abeta rescue – compounds reversing amyloid beta toxicity in yeast; yeast expressing A-beta42, growth rescue, OD600, 48 h; response scale: 0% DMSO, 100% iron-clioquinol control; 410,000 tested, 0.063% active; Potency, µM (titrated, usually from 46.1 µM), without a hit: at the top dose growth rescue, actives largely listed as activators; further: potency means the concentration at half of the fitted maximal effect; nearly all actives have a fitted effect of over 55% in size
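Yeast growth medium received pinned compounds, then yeast cells expressing toxic A-beta were added; plates incubated at 30 C for 48 hr. Growth read as absorbance at 600 nm, normalized to DMSO and equimolar FeCl3 plus clioquinol controls.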
PI5P4K alpha inh – blocks human PI5P4K alpha kinase activity; P48426; 330,000 tested, 1.2% active; AID 652105; max response, %; PI5P4Kalpha enzyme, ADP-Glo luminescence, 60 min; active compounds read low; active means max response of -50% or lower; inconclusive means between -30% and -50%; inactive means -30% or higher; further: value at the top dose of about 77 µM; on the % scale 0 is the no-effect control and ±100 the full control effect
Target sequence (P48426 whole entry, looked up): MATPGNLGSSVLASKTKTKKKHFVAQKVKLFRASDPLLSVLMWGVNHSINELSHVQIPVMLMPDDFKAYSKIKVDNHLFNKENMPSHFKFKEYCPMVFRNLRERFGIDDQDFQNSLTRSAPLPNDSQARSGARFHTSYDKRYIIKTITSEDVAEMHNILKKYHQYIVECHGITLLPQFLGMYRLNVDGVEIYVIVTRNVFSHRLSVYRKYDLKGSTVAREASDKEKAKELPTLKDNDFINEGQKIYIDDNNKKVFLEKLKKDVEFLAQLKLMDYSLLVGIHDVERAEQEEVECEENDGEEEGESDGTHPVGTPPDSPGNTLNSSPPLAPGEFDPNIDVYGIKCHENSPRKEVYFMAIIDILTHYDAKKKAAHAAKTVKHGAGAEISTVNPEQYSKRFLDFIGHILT
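Enzyme plus substrate dispensed, test compounds pinned in, then ATP (5 microM final) added. After 60 min at RT, ADP-Glo reagent 1 for 45 min and reagent 2 for 30 min preceded luminescence imaging.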
IL2 activator – activates IL-2 in a cell-based reporter assay | IL-2 activation reporter assay, cell-based qHTS; stimulated with anti-CD3/CD4/CD28 beads; in transgenic mouse T cells | activation, % (series mostly up to about 46 µM) | 360,000 tested, 0.065% active | AID 652025; in the data active means activation above about 50%; inconclusive means mostly about 30% to 49%; further: 0% is about no effect
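Unstimulated transgenic mouse T cells; 60-min compound exposure; bead-based TCR/CD4/CD28 stimulation; 18 h culture, 37 degrees C; dual fluorescence (EGFP, DsRed) plate cytometry.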
FUS suppressor – suppressors of FUS proteinopathy in yeast. S. cerevisiae FUS-expressing, growth rescue, OD600, 24 h. Potency, µM (highest dose often 76.6 µM), for the others: at the highest dose growth rescue (activation), hits mostly activators. 390,000 tested, 0.24% active;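 further: potency means the concentration at half of the fitted maximal effect; plate controls were DMSO vehicle for no effect and reference control for full effect; nearly all actives have a fitted effect of over 55% in size; some results filed as inactive show a strong effect at the top dose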
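Compound concentration series was pinned onto galactose-induced FUS-expressing yeast seeded at OD 0.005. Plates sat 24hr at 30C; absorbance at 600 nm gave growth. DMSO served as background control.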
WRN inhibitor – WRN helicase (human) inhibition; WRN helicase unwinding, fluorescent forked duplex, kinetic; Q14191; AID 651768; Potency, µM (top dose mostly 114 µM), inactives show at the top dose activity change, negative = inhibition, most hits filed as inhibitors; 360,000 tested, 0.46% active; further: potency means the concentration at half of the fitted maximal effect; on the % scale 0 is the no-effect control and ±100 the full control effect; nearly all actives have a fitted effect of over 55% in size
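Primary qHTS, 1536-well format. 20 nM WRN + compound, 15 min RT; start with 100 nM forked fluorophore/quencher duplex, 2 mM ATP (final); kinetic read ex 525/em 598 nm.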
An asterisk follows results filed as active; ? = inconclusive; . = not tested or not shown; [ ] = remark or other dose. Unless noted, the call rests on the fitted dose curve; in most records, active means well fitted curve in the direction sought with a large enough effect; inconclusive means small, poorly fitted or top-dose-only effect, or another doubt; inactive means no such curve, though single readings can be large; an effect the other way counts as inactive or inconclusive.

Key to letters – A = EPAC1 antagonist; B = EPAC1 agonist; C = PLK1 PBD inh; D = Abeta rescue; E = PI5P4K alpha inh; F = IL2 activator; G = FUS suppressor; H = WRN inhibitor
N#Cc1c(C(F)(F)F)cc(Cc2ccccc2)nc1SCC(=O)NCC(=O)O
  A: -13% | B: -8% | C: 1% | D: -6% | E: -4 | F: -5.0 | G: 9% | H: -2%

O=C(/C=C/c1ccc(Cl)cc1)NC(=S)Nc1ccc(CN2CCOCC2)cc1
  A: -1% | B: 3% | C: -1% | D: -12% | E: -3 | F: -4.0 | G: -8% | H: -12%[57.1 µM]

CCCCSc1nnc(CCCCCNC(=O)OC(C)(C)C)o1
  A: -13% | B: -2% | C: -12% | D: -1% | E: . | F: -2.2 | G: 39% | H: 0%

CN1CCN(NC(=O)c2cc(S(=O)(=O)Nc3ccc(Cl)cc3)ccc2Cl)CC1
  A: -17% | B: 9% | C: -2% | D: -1% | E: 2 | F: 0.3 | G: 25% | H: -14%

COc1cc2c(cc1OC)C(O)C(O)(CO)C(C(=O)O)C2c1cc(OC)c(OC)c(OC)c1 (stereo unspecified)
  A: 10% | B: 1% | C: -4% | D: 21% | E: 1 | F: -0.4 | G: 4% | H: 11%

C=CCn1c(SCC(=O)Nc2cc(C)on2)nnc1-c1ccccc1F
  A: -2% | B: 3% | C: -3% | D: -8% | E: 2 | F: 0.1 | G: 3% | H: -5%

COc1ccc(/C=N/n2c(C)nnc2C)c(OC)c1
  A: 17% | B: -2% | C: -1% | D: 4% | E: -3 | F: 0.3 | G: 12% | H: 4%

CCN(C[C@H]1N[C@@](Cc2ccccc2)(C(=O)OC)[C@H]2C(=O)N(C)C(=O)[C@@H]12)S(=O)(=O)c1ccc(C(F)(F)F)cc1
  A: -17% | B: -28% | C: -5% | D: 4% | E: 2 | F: -0.7 | G: ? | H: -10%

CC1=C2C3OC(=O)C(C)[C@@H]3CC[C@](C)(O)C2C2C3C4C5(C12)[C@H]1OC(=O)[C@@H](C)C1CC[C@]4(C)O[C@]5(C)[C@@H]3O (stereo partly specified)
  A: -16% | B: -3% | C: -6% | D: 0% | E: 4 | F: -3.1 | G: -5% | H: 9%

Cc1cccc(C)c1C(=NCCN(C)C)c1ccccc1
  A: -17% | B: -4% | C: -15% | D: 11% | E: -2 | F: -1.8 | G: 5% | H: -5%

O=C(NCc1cccnc1)c1ccccc1Br
  A: 1% | B: 0% | C: -4% | D: 9% | E: . | F: -0.2 | G: 9% | H: 8%

O=C1C=C(Nc2ccc(O)cc2)CC(c2ccco2)C1 (stereo unspecified)
  A: -6% | B: 3% | C: -5% | D: 2% | E: -8 | F: -1.5 | G: 44% | H: -2%

CC1(C)CC2c3cccc(C(=O)O)c3C(=O)N2c2c1ccc1ccccc21 (stereo unspecified)
  A: 9% | B: -3% | C: -5% | D: -21% | E: 0 | F: 1.1 | G: . | H: -9%

CC(=O)c1sc(=S)n(Cc2ccccc2)c1C
  A: 12% | B: 5% | C: 3% | D: -21% | E: -2 | F: -2.9 | G: 3% | H: 1%

CC(=O)N/C(=N/c1nc(C)cc(C)n1)Nc1cc(C)cc(C)c1
  A: 2% | B: 6% | C: 0% | D: 9% | E: 3 | F: -0.9 | G: -1% | H: 4%

5 entries from above, sorted by the number in PI5P4K alpha inh, ascending.
| molecule | PI5P4K alpha inh |
| --- | --- |
| N#Cc1c(C(F)(F)F)cc(Cc2ccccc2)nc1SCC(=O)NCC(=O)O | -4 |
| COc1ccc(/C=N/n2c(C)nnc2C)c(OC)c1 | -3 |
| Cc1cccc(C)c1C(=NCCN(C)C)c1ccccc1 | -2 |
| COc1cc2c(cc1OC)C(O)C(O)(CO)C(C(=O)O)C2c1cc(OC)c(OC)c(OC)c1 (stereo unspecified) | 1 |
| CC(=O)N/C(=N/c1nc(C)cc(C)n1)Nc1cc(C)cc(C)c1 | 3 |

Next results follow.
Key to letters – A = EPAC1 antagonist; B = EPAC1 agonist; C = PLK1 PBD inh; D = Abeta rescue; E = PI5P4K alpha inh; F = IL2 activator; G = FUS suppressor; H = WRN inhibitor
CC(C)c1ccc(NC(=S)Nc2ccc3cn[nH]c3c2)cc1
  A: -4% | B: -8% | C: -13% | D: -1% | E: 1 | F: -1.4 | G: 24% | H: -4%

O=[N+]([O-])c1cc([N+](=O)[O-])c(Oc2cc(Cl)cc(Cl)c2)cc1NN1CCCCC1
  A: 10% | B: -15% | C: -12% | D: 0% | E: 5 | F: -2.1 | G: -7% | H: 11%

CNC(=S)NNC(=O)c1ccc2c(c1)OCO2
  A: 8% | B: -2% | C: -2% | D: 4% | E: 2 | F: -2.5 | G: -35% | H: 3%

O=C(NCCCN1CCCC1=O)c1ccccc1NS(=O)(=O)c1ccc(Br)cc1
  A: -5% | B: -1% | C: -6% | D: 12% | E: 1 | F: 6.1 | G: 17% | H: 1%

CCCN(CC(=O)Nc1ccccc1OC)Cc1c(O)ccc2ccccc12
  A: -7% | B: 15% | C: 9.5µM* | D: -18% | E: -26 | F: -1.6 | G: -14% | H: -20%

O=C(Nc1ccc2c(c1)OCCO2)c1cccc(Cl)c1
  A: -9% | B: 2% | C: -3% | D: -5% | E: -4 | F: 0.3 | G: -6% | H: -13%

CC1CCc2sc3ncnc(N4CCOCC4)c3c2C1 (stereo unspecified)
  A: -3% | B: 3% | C: -8% | D: -6% | E: -12 | F: 0.0 | G: 18% | H: 7%

O=C(O)c1cccc(-c2ccc(/C=N/NC(=O)c3cccnc3)o2)c1
  A: -3% | B: -16% | C: -17% | D: 3% | E: -26 | F: 0.6 | G: . | H: -24%[57.1 µM]

OC12CCCCC1C(c1ccc3c(c1)OCO3)N(Cc1ccccc1F)CC2 (stereo unspecified)
  A: 6% | B: 5% | C: -6% | D: -4% | E: . | F: -0.3 | G: 11% | H: 4%

C=C1CCN([C@H](C(=O)NCc2ccc(Cl)c(Cl)c2)C(C)C)S(=O)(=O)c2ccccc21
  A: -17% | B: -16% | C: -9% | D: 3% | E: 10 | F: -0.8 | G: -38% | H: -14%

c1ccc(CNc2ccccn2)cc1
  A: 6% | B: 3% | C: 2% | D: -12% | E: -3 | F: -0.2 | G: -23% | H: 8%

CCOCc1cnc(C)nc1NCC(=O)c1c(C)[nH]c2cc(C)ccc12
  A: 2% | B: -7% | C: -5% | D: 9% | E: . | F: -1.2 | G: 3% | H: -1%[57.1 µM]

Cc1cc(C)c(C)c(S(=O)(=O)NCCCN2CCCC2=O)c1C
  A: 1% | B: -6% | C: -5% | D: 0% | E: 4 | F: -3.4 | G: . | H: -12%

O[C@@H]1CN(Cc2cccs2)[C@@H](c2ccccc2)C[C@H]1n1cc(-c2ccc(F)cc2)nn1
  A: -10% | B: -17% | C: -19% | D: -13% | E: 0 | F: 1.1 | G: -11% | H: -7%

COC(=O)N/N=C/c1cc(Br)ccc1O
  A: 10% | B: -3% | C: -1% | D: -13% | E: 1 | F: 0.3 | G: -9% | H: -2%

Cc1c2cc[n+](CCN3CCCCC3)cc2c(C)c2c1[nH]c1ccc(O)cc12
  A: -8% | B: 0% | C: -12% | D: 2% | E: ? | F: 0.3 | G: . | H: 28µM*

COc1ccc(-n2c(O)c(/C=C3\C=Nc4ccccc43)c(=O)[nH]c2=O)cc1
  A: -5% | B: 8% | C: -10% | D: -11% | E: -5 | F: -0.6 | G: -4% | H: 0%

COc1ccc(C2(C)NC(=O)N(CC(=O)Nc3ccc4[nH]c(=O)[nH]c4c3)C2=O)cc1 (stereo unspecified)
  A: 1% | B: -6% | C: -1% | D: -14% | E: -2 | F: 3.4 | G: 6% | H: -18%

CC[C@]12C(=O)N(C)C[C@H]([C@@H]3C(=O)N(C)C(=O)[C@@H]31)N2C(=O)c1ccc(Cl)cc1
  A: -1% | B: 9% | C: -5% | D: -1% | E: -2 | F: -0.3 | G: -25% | H: -1%

CSc1ccc(CCNC(=O)C2CCN(c3nnc(-n4cccc4)s3)CC2)cc1
  A: -6% | B: -5% | C: -11% | D: 3% | E: -7 | F: -1.5 | G: 17% | H: -5%

CC1CN(Cc2cc(=O)oc3cc(O)c(Cl)cc23)CC(C)O1 (stereo unspecified)
  A: -6% | B: -4% | C: 6% | D: -12% | E: -15 | F: -0.2 | G: -9% | H: 0%

Cc1ccc(C(=O)N2CCC(N3CCC(C(=O)N4CCOCC4)CC3)CC2)cc1C
  A: -14% | B: -3% | C: 3% | D: 8% | E: 3 | F: 0.4 | G: . | H: -9%

Cc1nc2ccccc2c(=O)n1/N=C/c1cccs1
  A: 4% | B: -4% | C: 3% | D: -5% | E: -1 | F: 0.8 | G: 9% | H: 4%

COc1ccc(/C=C(\NC(=O)c2ccco2)C(=O)Nc2ccc(C(C)=O)cc2)cc1
  A: 1% | B: -26% | C: -16% | D: 16% | E: 3 | F: -0.2 | G: 6% | H: -16%

COc1ccc2[nH]c(C)c(CN3CCCCC3)c(=O)c2c1
  A: 8% | B: -5% | C: 2% | D: 12% | E: . | F: -0.3 | G: -6% | H: -5%

CCCS(=O)(=O)NC(=O)C1(C)CCN(C(=O)Cc2ccc(OC)c(OC)c2)C1 (stereo unspecified)
  A: 17% | B: 4% | C: 1% | D: -3% | E: 0 | F: -0.4 | G: -18% | H: -1%

O=C(N/C(=C\c1ccccc1)C(=O)N1CCCCC1)c1ccco1
  A: 10% | B: -6% | C: 0% | D: -3% | E: -1 | F: -0.3 | G: 11% | H: 8%

COCCNC(=O)CN(C(=O)CCC(=O)Nc1cc(C)on1)c1ccccc1C
  A: 0% | B: 7% | C: -6% | D: 12% | E: . | F: -2.5 | G: 28% | H: 0%

CCn1c(SCC(=O)Nc2cc(C)on2)nc2c1c(=O)n(C)c(=O)n2C
  A: -4% | B: -2% | C: -5% | D: 18% | E: . | F: -0.6 | G: 3% | H: 0%

Random excerpt: two records from the list
Key to letters – A = EPAC1 antagonist; B = EPAC1 agonist; C = PLK1 PBD inh; D = Abeta rescue; E = PI5P4K alpha inh; F = IL2 activator; G = FUS suppressor; H = WRN inhibitor
CCCS(=O)(=O)NC(=O)C1(C)CCN(C(=O)Cc2ccc(OC)c(OC)c2)C1 (stereo unspecified)
  A: 17% | B: 4% | C: 1% | D: -3% | E: 0 | F: -0.4 | G: -18% | H: -1%

Cc1c2cc[n+](CCN3CCCCC3)cc2c(C)c2c1[nH]c1ccc(O)cc12
  A: -8% | B: 0% | C: -12% | D: 2% | E: ? | F: 0.3 | G: . | H: 28µM*

Screens deposited in PubChem by National Center for Advancing Translational Sciences (NCATS).
